Assay outcomes (PubChem BioAssay)
HTR5A ag – counter-screen for OPRM1-OPRD1 agonists: human HTR5A agonism; P47898; HTR5A agonist assay, luminescence, cell-based; activation, % at 9.3 µM; 0.61% of 340,000 active; in the data active = activation mostly above about 9.5%, no sharp cut-off; inactive = mostly below about 7.6%;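 also: 0% = cells with vehicle only and 100% = reference agonist; strong numbers were not always called active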
Target sequence (P47898 whole entry, looked up): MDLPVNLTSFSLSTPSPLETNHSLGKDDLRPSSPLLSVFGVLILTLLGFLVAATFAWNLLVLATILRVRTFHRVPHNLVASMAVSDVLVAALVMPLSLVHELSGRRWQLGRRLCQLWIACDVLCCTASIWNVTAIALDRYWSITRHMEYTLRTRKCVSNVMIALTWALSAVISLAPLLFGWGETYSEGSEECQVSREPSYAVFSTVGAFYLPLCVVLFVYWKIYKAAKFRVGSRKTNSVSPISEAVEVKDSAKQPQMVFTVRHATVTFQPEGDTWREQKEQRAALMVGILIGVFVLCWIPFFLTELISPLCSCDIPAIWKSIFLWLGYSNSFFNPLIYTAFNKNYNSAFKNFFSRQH
Rtt109 HAT inh – blocks Candida albicans Rtt109/Vps75 acetyltransferase activity; purified Rtt109/Vps75, ThioGlo CoA-SH fluorescence, 4 h; inhibition, % at 34.9 µM; Q5AAJ8; 0.16% of 330,000 active;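 active = inhibition of at least 50% in every replicate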
Target sequence (Q5AAJ8 whole entry, looked up): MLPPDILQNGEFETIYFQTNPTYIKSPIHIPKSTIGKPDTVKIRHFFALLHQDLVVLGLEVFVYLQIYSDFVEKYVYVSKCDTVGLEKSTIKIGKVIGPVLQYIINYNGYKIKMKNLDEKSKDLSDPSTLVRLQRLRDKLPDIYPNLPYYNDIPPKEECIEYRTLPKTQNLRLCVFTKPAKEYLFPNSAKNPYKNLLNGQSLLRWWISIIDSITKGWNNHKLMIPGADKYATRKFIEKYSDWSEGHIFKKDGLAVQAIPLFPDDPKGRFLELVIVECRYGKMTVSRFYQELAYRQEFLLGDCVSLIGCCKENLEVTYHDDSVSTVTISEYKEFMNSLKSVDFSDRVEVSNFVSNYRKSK
SR-BI DiI-HDL act – SR-BI HDL lipid transfer activation | activation, % at 12.5 µM | CHO ldlA[mSR-BI] cells, DiI-HDL uptake fluorescence, 3 h; 100 = double the neutral-control signal | AID 504775 | 0.096% of 320,000 active;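 active = mean replicate activation of at least 60% and every replicate at or above 60%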;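 also: 0% = median plate neutral-control signal and 100% = twice that signal; values of inactives mirror those of a sister screen read the other way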
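Assay system: LDL receptor-deficient CHO ldlA cells overexpressing murine SR-BI / Medium: BSA-supplemented, HEPES-buffered Ham's F12, pH 7.4 / Probe or stimulus: DiI-labelled HDL at 10 µg/mL final / Timing: compound with DiI-HDL co-incubation, 3 h at 37 °C / Technique: bottom-read cell fluorescence after medium removal, ex 550/em 595 nm / Measure: HDL uptake via cellular fluorescence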
MITF act – MITF TRPM1 promoter activation in melanoma cells; SK-MEL-5 TRPM1-promoter luciferase, 24 h; % of positive control, neutral wells = 0; activation, % at 12.5 µM; 0.75% of 300,000 active;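 active = mean activation of at least 80% with every replicate also reaching 80%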;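 also: 0% = neutral control wells and 100% = parthenolide positive control wells; values of inactives mirror those of a sister screen read the other way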
SR-BI DiI inh – blocks mouse SR-BI lipid uptake from DiI-HDL; Q61009; ldlA[mSR-BI] CHO cells, DiI-HDL uptake fluorescence, 3 h; inhibition, % at 12.5 µM; 0.96% of 320,000 active; AID 488896;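 active = mean replicate inhibition of at least 70% and a set share of replicates each scoring 70 or more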;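 also: 0% = median of neutral control wells and 100% = median of positive control wells; values of inactives mirror those of a sister screen read the other way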
PvdQ acylase – P. aeruginosa PvdQ acylase inhibition; 0.063% of 340,000 active; purified PvdQ acylase, fluorescence plate reader; AID 488965; inhibition, % at 10 µM; in the data active = inhibition above about 30%, passing the limit was not always enough;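 also: 0% = vehicle neutral wells and 100% = reference inhibitor wells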
Wnt bcat act – activates Wnt/beta-catenin signaling in a reporter cell assay; 1.2% of 300,000 active; AID 743398; activator, plate reader; activation, % at 9.35 µM; in the data active = activation above about 30%, passing the limit was not always enough;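 also: 0% = neutral control wells and 100% = positive control wells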
RTF Ca sens act – cardiac RTF calcium sensitization. P19429+P45379. IANBD-labeled TnC RTF fluorescence at EC20 calcium; 0% EC20 calcium, 100% full calcium. activation, % at 7.2 µM. 0.24% of 340,000 active;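 active = activation above the mean over all tested compounds plus 3 SD, cut at about 30% in these data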;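 also: rise in fluorescence read as greater calcium sensitivity of cardiac thin filaments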
CDK5 inh – blocks human CDK5/p35 kinase activity; 0.01% of 330,000 active; Recombinant CDK5/p35, ADP-Glo luminescence, 60 min; Q00535+Q15078; inhibition, % at 10 µM;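 active = highest replicate inhibition of at least 50% and at least 75% of replicates reaching 50%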;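 also: plate controls were DMSO neutral control for no effect and GW8510 at 10 µM for full effect; many of its hits are not listed in these tables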
dFosB act – activators of mouse delta FosB homodimer; purified delta FosB, TAMRA-CDK5 oligo fluorescence polarization; percent of positive-control signal above neutral wells; activation, % at 25 µM; 0.99% of 340,000 active;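 active = mean activation above about 17%, with every replicate also reaching it, limit read from the data, passing the limit was not always enough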;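 also: fluorescence polarization rise as delta FosB binds a TAMRA Cdk5 AP-1 oligo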
Target sequence (P13346 whole entry, looked up): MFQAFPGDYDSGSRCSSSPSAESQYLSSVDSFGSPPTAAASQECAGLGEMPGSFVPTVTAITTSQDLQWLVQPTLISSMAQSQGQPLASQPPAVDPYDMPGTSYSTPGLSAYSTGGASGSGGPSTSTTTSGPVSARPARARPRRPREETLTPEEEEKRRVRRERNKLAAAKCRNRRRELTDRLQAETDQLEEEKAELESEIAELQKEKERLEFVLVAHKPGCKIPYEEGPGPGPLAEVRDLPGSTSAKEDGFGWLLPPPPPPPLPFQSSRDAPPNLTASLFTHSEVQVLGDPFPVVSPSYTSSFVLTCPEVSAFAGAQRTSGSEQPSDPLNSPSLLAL
The depositor's hits bear a star; x = no result given; & = joins results of further samples. An unsorted share of the library; 4.4% or so of the library scored in one or more.

SMILES | HTR5A ag | Rtt109 HAT inh | SR-BI DiI-HDL act | MITF act | SR-BI DiI inh | PvdQ acylase | Wnt bcat act | RTF Ca sens act | CDK5 inh | dFosB act
O=S(=O)(NC1CCCC1)c1cccc(-c2nnc(-c3ccccc3)o2)c1 | 4 | 4 | 9 | -1 | -9 | -6 | x | 0 | 1.7 | -1
COC(=O)c1ccc(C2NC(=O)c3c(sc(C)c3C)N2)cc1 (stereo not drawn) | 5 | -13 | -10 | 16 | 10 | -9 | 4 | 11 | 0.0 | -13
O=C(Cn1c(=O)oc2ccccc21)N1CCCCC1 | -4 | 5 | 1 | -7 | -1 | 13 | x | 1 | -0.7 | 2
CN(C)CCNc1nc(-c2ccccc2)nnc1C(F)(F)F | 3 | -8 | 3 | -1 | -3 | -2 | x | -3 | 0.7 | 1
Cc1ccc(C(=O)N2CCCC(C(=O)Nc3cccc(-c4ccc(F)cc4)c3)C2)cn1 (stereo not drawn) | 4 | -4 | -47 | -8 | 47 | -3 | -5 | 0 | -4.7 | -14
CC(=O)c1cc(Cl)ccc1OC(=O)c1ccco1 | 12 | -7 | -8 | -8 | 8 | -3 | x | -5 | 0.9 | 3
Cc1cc(OCC(=O)NNC(=O)c2cccnc2)cc(C)c1Cl | 6 | -3 | 4 | -7 | -4 | -18 | -1 | 2 | -1.9 | 1
O=C(NC1CCCCC1)c1cc(N2C(=O)CCC2=O)ccc1Cl | -5 | 10 | 4 | -7 | -4 | 0 | -4 | -6 | 11 | -5
CSCC(=O)N1CCCC(N2CCN(c3cccc(C(F)(F)F)c3)CC2)C1 (stereo not drawn) | 0 | -1 | -31 | x | 31 | -15 | 2 | 0 | 1.3 | -5
CN(C(=O)COC(=O)c1nc(Cl)ccc1Cl)C1CCS(=O)(=O)C1 (stereo not drawn) | 5 | -6 | -3 | 7 | 3 | -11 | -1 | 1 | -2.1 | -1
CCOc1ccc(-c2nnn(CC(=O)Nc3cc(OC)ccc3OC)n2)cc1OCC | 3 | 2 | -33 | -8 | 33 | 13 | -2 | 0 | 0.5 | 3
CCCCNC(=S)N(Cc1c(C)noc1C)c1ccccc1 | 0 | 6 | 11 | 4 | -11 | 2 | -1 | 2 | -0.3 | 3
O=C(CNC(=O)c1cccs1)NC1=NCCS1 | -2 | -4 | -2 | 5 | 2 | -4 | 1 | -6 | 0.4 | -4
Cc1nn(C2CCS(=O)(=O)C2)c(Cl)c1/C=C/C(=O)OCC(N)=O (stereo not drawn) | 1 | -9 | 16 | -20 | -16 | -4 | 4 | -1 | 0.7 | 2
CCc1[nH]c(=O)c(C#N)c2c1CSC(C)(C)C2 | 0 | -2 | 11 | -13 | -11 | -5 | -2 | -3 | 0.8 | -8
CC(=O)NC1=NN(C(C)=O)C(c2ccco2)S1 (stereo not drawn) | 3 | x | 7 | 1 | -7 | 11 | -3 | 1 | -0.1 | -2
O=c1[nH]n(-c2cccc3cccnc23)c(=O)c2ccccc12 | -8 | 1 | 29 | x | -29 | -1 | -6 | 1 | 0.3 | 3
COc1ccc(C)cc1NCc1ccc(OC)c(C)c1OC | 2 | 6 | -37 | x | 37 | -9 | -5 | -5 | 0.0 | -2
COc1ccc(S(=O)(=O)NCc2cccnc2)cc1C(=O)NC1CCCCC1 | 3 | -1 | 4 | -3 | -4 | -13 | 0 | 2 | 0.7 | -3
O=C(OCc1ccco1)c1ccc(S(=O)(=O)N2CCCCC2)cc1 | -4 | -1 | -2 | -1 | 2 | 0 | x | -4 | -0.7 | -15
Cc1nc2c(C(=O)NCc3ccc(F)cc3)c[nH]n2c(=O)c1Cl | -2 | 1 | 12 | -16 | -12 | -10 | -3 | -2 | 3.7 | -3
Cc1ccc(S(=O)(=O)N2CCN(C(=O)COC(=O)c3ccc(Cl)nc3)CC2)c(C)c1 | -1 | 0 | 3 | 9 | -3 | -19 | -1 | 4 | -1.8 | 32*
COc1ccc(C2C(C(C)=O)=C(Nc3ccccc3)CC(C)(O)C2C(C)=O)cc1OC (stereo not drawn) | -1 | 3 | x | -2 | x | -1 | 7 | 5 | -2.5 | -12
Cc1cc(C(=O)N/N=C/c2sc(N3CCOCC3)nc2-c2ccccc2)c(C)o1 | -3 | 5 | -47 | -13 | 47 | 4 | -1 | -2 | 0.7 | -11
CCC(=O)N(Cc1cc(=O)[nH]c2ccccc12)c1ccc(C)cc1C | -1 | 10 | 12 | -17 | -12 | -14 | -3 | -3 | -1.9 | -7
Cc1ccc(NC(=O)C(=O)NCCN2CCN(S(C)(=O)=O)CC2)cc1C | 6 | -7 | 28 | -13 | -28 | -21 | -3 | 1 | -2.4 | -10
COc1cc(C(=O)Nc2cc(Cl)ccc2-n2cncn2)ccc1OC(F)F | 2 | -4 | -38 | -25 | 38 | 0 | 0 | 0 | 1.0 | -8
CC(C)(NO)/C(=N/O)c1ccc(Br)cc1 | 3 | -6 | 14 | x | -14 | 3 | 2 | 6 | -0.9 | 12
N#C/C(=C\c1cccc(NC(=O)c2ccccc2Cl)c1)C(=O)NCCc1ccccc1 | 1 | 17 | -9 | -40 | 9 | -18 | 17 | -1 | 1.6 | -3
CCOc1ccc(Cl)cc1S(=O)(=O)N1CCC(C(=O)NCC2CCCO2)CC1 (stereo not drawn) | 7 | 9 | x | 1 | x | 13 | 3 | -3 | 0.7 | -6

Five neighbouring records out of the list so far, for reference:
SMILES | HTR5A ag | Rtt109 HAT inh | SR-BI DiI-HDL act | MITF act | SR-BI DiI inh | PvdQ acylase | Wnt bcat act | RTF Ca sens act | CDK5 inh | dFosB act
Cc1ccc(NC(=O)C(=O)NCCN2CCN(S(C)(=O)=O)CC2)cc1C | 6 | -7 | 28 | -13 | -28 | -21 | -3 | 1 | -2.4 | -10
COc1cc(C(=O)Nc2cc(Cl)ccc2-n2cncn2)ccc1OC(F)F | 2 | -4 | -38 | -25 | 38 | 0 | 0 | 0 | 1.0 | -8
CC(C)(NO)/C(=N/O)c1ccc(Br)cc1 | 3 | -6 | 14 | x | -14 | 3 | 2 | 6 | -0.9 | 12
N#C/C(=C\c1cccc(NC(=O)c2ccccc2Cl)c1)C(=O)NCCc1ccccc1 | 1 | 17 | -9 | -40 | 9 | -18 | 17 | -1 | 1.6 | -3
CCOc1ccc(Cl)cc1S(=O)(=O)N1CCC(C(=O)NCC2CCCO2)CC1 (stereo not drawn) | 7 | 9 | x | 1 | x | 13 | 3 | -3 | 0.7 | -6

The results go on:
SMILES | HTR5A ag | Rtt109 HAT inh | SR-BI DiI-HDL act | MITF act | SR-BI DiI inh | PvdQ acylase | Wnt bcat act | RTF Ca sens act | CDK5 inh | dFosB act
Cc1ccc2nc(SCC(=O)N3CCOCC3)[nH]c2c1 | -6 | -3 | 44 | 55 | -44 | -13 | x | 3 | 0.1 | 4
Cc1cccc(Oc2cc(N)cc([N+](=O)[O-])c2)c1 | 7 | 4 | 16 | 13 | -16 | 2 | -1 | -1 | -1.2 | 0
CCCn1ncc(C(=O)NC2CCCN(Cc3ccc(Cl)cc3)C2)c1C (stereo not drawn) | 1 | -7 | -9 | 3 | 9 | -9 | -3 | 0 | -0.3 | -13
O=C(c1ccco1)N1CCN(Cc2ccc(F)cc2Cl)CC1 | 1 | 5 | 11 | 51 | -11 | -6 | 7 | -2 | 0.1 | -11
Cc1ccc(S(=O)(=O)CCC(=O)Nc2nnc(-c3cccs3)o2)cc1 | 4 | -3 | 19 | -4 | -19 | 1 | -4 | -2 | 2.2 | 11
COC(=O)C1=C(C(=O)OC)[C@@H]2Nc3ccccc3[C@@]23C[C@@H](C(=O)OC)N(C(=O)c2cccs2)C3=N1 | -1 | 1 | 28 | -15 | -28 | -1 | -4 | 19 | -7.7 | 1
COCCOc1ccc(C(F)(F)F)cc1NC(=O)Cc1ccc(S(=O)(=O)N2CCOCC2)s1 | 4 | -2 | 16 | -5 | -16 | -10 | -4 | -13 | 2.2 | 0
COC(=O)c1ccc(CNCC(=O)Nc2ccc(C(=O)OC)cc2)cc1 | -3 | x | -2 | 8 | 2 | 7 | 3 | -3 | -0.6 | -16
Cc1cccc(NC(=O)c2sc3nc(N4CCOCC4)c4c(c3c2N)CCCC4)c1 | 1 | 8 | -68 | 16 | 68 | -3 | -7 | -1 | x | -6
CCCc1cc(=O)n2[nH]c(NCc3cccs3)nc2n1 | 0 | 5 | 2 | -1 | -2 | -7 | -1 | -3 | -0.6 | 2
Cc1onc(-c2c(Cl)cccc2Cl)c1C(=O)N[C@@H]1C(=O)N2[C@@H]1SC(C)(C)[C@@H]2C(=O)O | 3&-2 | 13&2 | 3&19 | -16&2 | -3&-19 | 2&-17 | -6&9 | 0&-3 | 0.0&1.3 | -4&0
O=C1Nc2ccccc2C1(O)Cc1ccncc1 (stereo not drawn) | -2 | 2 | 22 | 11 | -22 | -18 | x | -2 | 0.2 | 6
Cc1c(C(=O)N2CCCCC2)c(S(=O)(=O)NCc2ccc(N(C)C)cc2)c(C)n1C | -1 | 0 | 5 | -1 | -5 | -3 | 3 | -3 | -0.8 | -3
CCCc1sc(N)nc1-c1ccc(C)cc1 | 1 | -6 | -2 | 2 | 2 | 3 | 0 | -1 | 0.2 | -3
O=C(NC1CCCCC1)c1cccc(S(=O)(=O)N2CCCCC2)c1 | -4 | 4 | 4 | -7 | -4 | -20 | 0 | 0 | -0.7 | -2
COc1ccc(S(=O)(=O)NCCCc2ccccc2)cc1 | 9 | 8 | 26 | 4 | -26 | -1 | -1 | 4 | 0.3 | -3
Cc1ccc2nc(SCc3nnc(-c4cccs4)o3)[nH]c2c1 | -1 | 10 | 3 | x | -3 | 5 | 0 | 7 | 0.1 | -8
CCC(c1nnc(SCC(=O)Nc2cccc(S(N)(=O)=O)c2)n1-c1ccc(OC)cc1)N(C)C (stereo not drawn) | 2 | 0 | 8 | -10 | -8 | -11 | -2 | -4 | 0.1 | -12
CCN(CCn1cccn1)Cc1ccccc1OCC(O)CN1CCc2ccccc2C1 (stereo not drawn) | 10 | 4 | x | 0 | x | -14 | 1 | 0 | 1.0 | -7
COc1ccc(/C=N/NC(=S)NCc2ccccc2)cc1OC | 2 | 3 | 9 | 1 | -9 | 17 | -3 | 4 | x | 2

With a hit mark in dFosB act, among the entries above:
| Molecule | Rtt109 HAT inh | SR-BI DiI-HDL act | MITF act | SR-BI DiI inh | PvdQ acylase | Wnt bcat act | CDK5 inh | dFosB act |
| --- | --- | --- | --- | --- | --- | --- | --- | --- |
| Cc1ccc(S(=O)(=O)N2CCN(C(=O)COC(=O)c3ccc(Cl)nc3)CC2)c(C)c1 | 0 | 3 | 9 | -3 | -19 | -1 | -1.8 | 32* |
